12-LOX inh = ALOX12 (human) lipoxygenase inhibition; P18054; purified 12hLO, xylenol orange hydroperoxide absorbance; Potency, µM (doses to about 108 µM), for inactives: at the highest dose activity change, negative = inhibition, hits mostly inhibitors; 1.1% of 580,000 active; AID 1671190; further: potency means the concentration at half of the fitted maximal effect; on the % scale 0 is the no-effect control and ±100 the full control effect
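Purified human 12hLO at 150 nM in 25 mM Hepes, 0.01% Triton X-100, pH 7.0, preincubated 15 min at room temperature with compound. Reaction started with 40 uM arachidonic acid, 30 min at room temperature. Hydroperoxide measured by Fe-xylenol orange, 573/405 nm absorbance ratio.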
APE1 inh = blocks human APE1 abasic DNA cleavage; P27695; recombinant APE1, TAMRA/BHQ-2 abasic DNA cleavage fluorescence; Potency, µM (doses to about 65.8 µM), inactives show at the highest dose activity change, negative = inhibition, actives largely listed as inhibitors; 0.35% of 350,000 active;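 further: potency means the concentration at half of the fitted maximal effect; plate controls were vehicle for no effect and reference inhibitor for full effect; nearly all actives have a fitted effect of over 55% in size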
Target sequence (P27695 whole entry, looked up): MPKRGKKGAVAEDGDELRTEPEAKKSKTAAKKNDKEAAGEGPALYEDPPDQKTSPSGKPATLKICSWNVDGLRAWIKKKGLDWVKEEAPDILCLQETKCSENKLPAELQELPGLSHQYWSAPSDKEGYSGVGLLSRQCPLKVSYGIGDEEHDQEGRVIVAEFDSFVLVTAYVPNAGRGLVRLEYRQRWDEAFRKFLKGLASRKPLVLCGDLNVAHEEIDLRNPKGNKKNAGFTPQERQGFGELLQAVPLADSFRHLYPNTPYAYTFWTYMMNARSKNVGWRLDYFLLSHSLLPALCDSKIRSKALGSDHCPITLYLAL
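Kinetic fluorescence read (525 ex/598 em nm, three reads 60 s apart) of AP-site incision; signal = third minus first read. Enzyme 0.75 nM, dual-labelled THF duplex 50 nM, compound preincubation 15 min RT.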
POLH inh = DNA polymerase eta (human) inhibition; 1.2% of 390,000 active; Potency, µM (highest dose often 114 µM), inactives show at the highest dose activity change, negative = inhibition, hits mostly inhibitors; recombinant Pol eta, fluorescent DNA replication assay; AID 588591; further: potency means the concentration at half of the fitted maximal effect; on the % scale 0 is the no-effect control and ±100 the full control effect
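Fluorescent replication assay: 50 nM final substrate added after a 15 min room-temperature compound preincubation with 10 nM enzyme. Signal taken at 0 min and again at 10 min.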
Pol beta inh = inhibitors of human DNA polymerase beta; Pol beta primer extension/strand displacement, fluorescence kinetic; Potency, µM (highest dose often 114 µM), inactives show at the highest dose activity change, negative = inhibition, hits mostly inhibitors; 1.3% of 340,000 active; further: potency means the concentration at half of the fitted maximal effect; on the % scale 0 is the no-effect control and ±100 the full control effect
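10 nM enzyme + cpd, 15 min RT; start with substrate 50 nM final; read 0 min and after 10 min RT. Corrected, normalized data; 4-parameter Hill curve fit.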
ERG-DNA inh = blocks human ERG Ets domain binding to DNA; 0.028% of 370,000 active; AID 624246; P11308; Potency, µM (doses to about 76.9 µM), for the others: at the top dose FP activity, negative = inhibition, most hits filed as inhibitors; fluorescence polarization, His-ERG Ets domain / labelled DNA; active means well fitted inhibition curve with a large enough effect in the polarisation, with a control signal flat; inconclusive means small, poorly fitted or top-dose-only effect, or effect the other way, or a change in a side signal; inactive means no such curve, though single readings can be large or run the other way; the % refers to the polarisation;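 further: polarization taken with two DNA probes labelled with fluorescein and Texas red; potency means the concentration at half of the fitted maximal effect; % of control where 0% means no effect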
Target sequence (P11308 whole entry, looked up, the tested form may be a part): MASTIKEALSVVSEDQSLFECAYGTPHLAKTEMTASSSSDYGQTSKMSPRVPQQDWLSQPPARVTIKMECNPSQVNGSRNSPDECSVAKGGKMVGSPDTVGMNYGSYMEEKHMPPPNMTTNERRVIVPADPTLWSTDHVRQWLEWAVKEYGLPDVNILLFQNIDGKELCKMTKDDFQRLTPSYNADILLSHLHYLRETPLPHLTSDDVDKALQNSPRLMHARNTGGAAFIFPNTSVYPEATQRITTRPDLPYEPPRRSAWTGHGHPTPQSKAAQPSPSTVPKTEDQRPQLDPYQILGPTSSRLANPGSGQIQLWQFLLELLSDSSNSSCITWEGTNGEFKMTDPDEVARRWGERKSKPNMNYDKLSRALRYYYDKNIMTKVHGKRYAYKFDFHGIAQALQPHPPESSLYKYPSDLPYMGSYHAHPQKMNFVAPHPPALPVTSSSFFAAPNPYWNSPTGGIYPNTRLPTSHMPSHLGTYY
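His-tagged ERG Ets domain (1 uM in the protein solution; 300mM KCl, 50mM Tris-HCl, 1mM EDTA, 1mM DTT, pH 7.5) received compound, then a probe mix of 5 nM fluorescein-DNA and 100nM Texas-615-DNA. Fluorescence polarization was read for both dyes.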
Apoferritin bind = binds horse apoferritin like a general anesthetic. Potency, µM (titrated, usually from 77.5 µM), for inactives: at the top dose activity change, negative = displacement, actives largely listed as inhibitors. AID 485281. P02791. apoferritin/1-aminoanthracene competitive binding, fluorescence. 0.074% of 350,000 active; further: potency means the concentration at half of the fitted maximal effect; on the % scale 0 is the no-effect control and ±100 the full control effect; nearly all actives have a fitted effect of over 20% in size
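Probe: 1-aminoanthracene (50% saturated, PBS). Protein: horse-spleen apoferritin, 10 uM. Incubation: 10 min, room temperature. Detection: 380 nm excitation, 535 nm emission. Analysis: normalized response, four-parameter Hill.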
RGS4 inh = inhibitors of human regulator of G protein signaling 4. Transcreener GDP fluorescence polarization, RGS4-accelerated GTP hydrolysis. AID 504845. Potency, µM (doses to about 114 µM), without a hit: at the highest dose activity change, negative = inhibition, actives largely listed as inhibitors. 0.039% of 390,000 active. P49798; further: potency means the concentration at half of the fitted maximal effect; on the % scale 0 is the no-effect control and ±100 the full control effect; nearly all actives have a fitted effect of over 75% in size; some results filed as inactive show a strong effect at the top dose
Target sequence (P49798 whole entry, looked up): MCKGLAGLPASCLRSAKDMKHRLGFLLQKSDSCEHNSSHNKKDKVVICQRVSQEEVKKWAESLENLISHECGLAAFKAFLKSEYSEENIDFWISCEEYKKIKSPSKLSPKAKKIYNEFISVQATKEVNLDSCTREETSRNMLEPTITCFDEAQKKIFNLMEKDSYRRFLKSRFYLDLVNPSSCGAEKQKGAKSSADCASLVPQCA
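MLSMR compounds (23 nl, pin-transferred) preincubated 10 min at room temperature with a 500nM (2x) first reagent, then RGS4 at 900nM (2x) plus Transcreener GDP mix added; fluorescence polarization (620/688 nm) read before and after 90 min at 30 °C.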
Pol kappa inh = blocks human DNA polymerase kappa activity | AID 588579 | Q9UBT6 | 0.53% of 400,000 active | purified Pol kappa, fluorescent DNA synthesis assay, 10 min | Potency, µM (series often up to 107 µM), for the others: at the highest dose activity, negative = inhibition, hits mostly inhibitors; further: potency means the concentration at half of the fitted maximal effect; on the % scale 0 is the no-effect control and ±100 the full control effect
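Here, compound and 10 nM enzyme are combined for 15 min at room temperature; adding 50 nM substrate (final) starts DNA synthesis, tracked by fluorescence at 0 and 10 min against buffer-only wells.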
LDHA inh = inhibitors of human lactate dehydrogenase A; P00338; activity change, % (values are at about 110 or 230 µM); AID 1347041; 0.15% of 480,000 active; purified LDHA, NADH/diaphorase-resazurin fluorescence; active compounds read low; in the data active means activity change below about -30%; inconclusive means mostly about -25% to -30%;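 further: plate controls were DMSO wells for no effect and wells without enzyme for full effect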
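Remaining NADH was detected by diaphorase (0.133 mg/mL) converting 37 µM resazurin to fluorescent resorufin, read at 0 and 20 minutes. The preceding 5-minute room-temperature reaction used 2 nM LDHA, 0.2 mM sodium pyruvate and 0.06 mM NADH at pH 7.4.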
Numbers without * were called inactive; ? = inconclusive; nt = not tested or not shown; & = joins results of further samples; [ ] = dose if it differs, or a comment. Unless noted, the call rests on the fitted dose curve; in most records, active means well fitted curve in the direction sought with a large enough effect; inconclusive means small, poorly fitted or top-dose-only effect, or another doubt; inactive means no such curve, though single readings can be large; an effect the other way counts as inactive or inconclusive.

SMILES	12-LOX inh	APE1 inh	POLH inh	Pol beta inh	ERG-DNA inh	Apoferritin bind	RGS4 inh	Pol kappa inh	LDHA inh
CC(C)[C@H](NC(=O)N1c2ccccc2NC(=O)[C@@H]1C(C)C)C(=O)N[C@H](Cc1ccccc1)C(=O)O	19%	29%	-13%	-16%	10%	-7%	3%	-3%	-5
COc1cc([C@@H]2[C@H]3CN(C)CC=C3C(C#N)=C(N)C2(C#N)C#N)cc2c1OCO2	0%	-5%	6%&-3%	-19%	-5%&1%	1%	-19%&-15%	-20%&-11%	12&9
Cc1onc(-c2c(F)cccc2Cl)c1C(=O)O/N=C(\N)c1ccc([N+](=O)[O-])o1	?	-1%	-21%	8%	-2%	-8%	2%	-1%	6
Cc1ccc(C)c(CNC(=O)c2cnc3sc(N4CCCC4)nn3c2=O)c1	-1%	nt	-2%	-22%	-2%	-9%	-5%	-5%	-12
COc1ccccc1NC(=O)C(C)OC(=O)c1cccc(-n2cnnn2)c1 (stereo not given)	?	-3%	-5%	nt	4%	nt	1%	-14%	-9
Cc1ccccc1Nc1nn2c(=O)c3ccc(C(=O)NCc4ccccc4)cc3nc2s1	-16%	nt	?	13µM*	4%	-3%	?	0%[60.1 µM]	1
Cc1ccc(O)c(C(CC(=O)NCC2(c3ccccc3)CCCC2)c2ccccc2)c1 (stereo not given)	-14%	nt	nt	-29%	10%	-11%	-22%	-13%	4
COc1ccc(Oc2cn[nH]c2-c2ccc(OCC(=O)NN)cc2O)cc1	0%	14%	-16%	14%	-12%	-17%	-53%	8%	0
CCN(C[C@H]1N[C@@](C)(C(=O)OC)[C@H]2C(=O)N(C)C(=O)[C@@H]12)S(=O)(=O)c1ccc(OC(F)(F)F)cc1	-10%	16%	-2%	nt	-21%	nt	3%	3%	-1
O=C(NCCS(=O)(=O)N1CCCCC1)c1ccc2c(c1)OCO2	-5%	-2%	3%	nt	2%	nt	27%	1%	-7
Cc1ccc(CCNC(=O)C(C)n2nc(C)c3c(C)n(-c4ccccc4)nc3c2=O)cc1 (stereo not given)	0%	54%	-15%	19%	-13%	-18%	10%[11.4 µM]	4%	-3
CCN(CC)c1ccc(/C=N/NC(=O)CNC(=O)/C=C/c2ccco2)cc1	29%	-2%	-3%	31%	-1%	-12%	-4%	-18%	1
O=c1[nH]c(-c2ccco2)nc2sc3c(c12)CCCC3	-3%	4%	?	1%	-2%	-16%	-3%	-2%	-3
O=C(C1CC1)N(CCc1ccccc1)Cc1nc2ccccc2c(=O)[nH]1	4%	15%	-15%	-3%	-9%	-10%	-2%	0%	1
CCC(=O)Nc1cccc(-c2nnc(SCC(=O)NCc3ccco3)n2C)c1	?	-3%	-13%	7%	-3%	-10%	-11%	-2%	-31*
C=CCc1ccc(O)c(OC)c1	-16%[22.9 µM]	0%&-4%&-3%	nt	nt	nt	0%	nt	-12%[19.4 µM]	nt
O=[N+]([O-])c1ccccc1C=NNc1ccccc1	20µM*	nt	-25%	nt	-5%	nt	-1%	-4%	1
CC1CC(C)CN(CCCNC(=O)C2CCN(c3nnc(-n4cccc4)s3)CC2)C1 (stereo not given)	14%	-10%	-9%	-23%	3%	5%	-8%	5%	-1
CC1=C(C#N)C(c2ccc(O)cc2)C2=C(CC(C)(C)CC2=O)N1 (stereo not given)	-7%	-1%	-19%	7%	nt	60%[activator]	-17%	-7%	-5
CN(CC(=O)NCCc1ccc(S(N)(=O)=O)cc1)S(=O)(=O)c1ccc(Br)s1	11%	31%	-16%	28%	0%	-6%	7%	-2%	-8
O=C(NCc1cccc(C(F)(F)F)c1)C1CC(c2ccccc2[N+](=O)[O-])=NO1 (stereo not given)	-16%	0%	-3%	-2%	-16%	-22%	22%	-5%	-3
COC(=O)Nc1ccc(Oc2ccccc2)cc1	-15%	-4%	-22%	-2%	-3%	-10%	-4%	-17%	-1
O=C(NC(=S)Nc1ccccc1O)c1cncc(Br)c1	0%	nt	-10%	nt	16%	nt	-40%	-2%	14
CC(=O)Nc1c2c(nn1-c1ccc(Cl)cc1)CSC2	?	55%[activator]	2%	-18%	1%	-5%	26%	-11%	-15
S=C1NC[C@H](Cc2ccccc2)N1CCCCC1CCCCC1	35µM*	4%	?	2%	9%	-1%	5%	-22%	-6
COc1ccc(CCNC(=O)C(=O)NCC(c2ccco2)S(=O)(=O)c2cccs2)cc1 (stereo not given)	-19%	nt	-18%	2%	1%	-4%	-26%	-1%[60.1 µM]	-3
Cc1cc(C)nc(N2CCN(C(=O)CCC(=O)Nc3nnc(C(C)C)s3)CC2)n1	13%	1%	-17%	0%	5%	-7%	2%	-8%	-13
C[C@@]12CCC=C[C@H]1[C@H](c1ccoc1)N(Cc1ccccc1)C2=O	-3%	4%	-7%	0%	0%	-7%	4%	-3%	2
CC(=O)c1ccc(N2CCN(C(=O)Cc3n[nH]c(=O)c4ccccc34)CC2)cc1	0%	?	-14%	-4%	-4%	-3%	-27%	2%	-2
O=C(OC1CCOC1=O)c1cc(-c2cccc(Br)c2)nc2ccccc12 (stereo not given)	-12%	0%	-8%	?	-11%	-10%	-10%	4%	-3
COc1cccc(-c2nc(CCl)cs2)c1OC	?	-1%	-3%	6%	4%	-2%	-18%	0%	2
O=C(Nc1cnn(C23CC4CC(CC(C4)C2)C3)c1)c1cnn2cccnc12	8%[57.4 µM]	-3%	-19%	-14%	-1%	?	-10%	-1%	-5
CS(=O)(=O)N1CCN(c2ccccc2NC(=S)NC(=O)c2ccccc2[N+](=O)[O-])CC1	5%	1%	-12%	19%	-8%	?	-52%	-16%	-7
O=C(Nc1nc(-c2ccccc2)c(-c2ccccc2)o1)c1ccc(F)cc1	-22%	-6%	-5%	?	-13%	-11%	-45%[11.4 µM]	-21%	3
COc1ccc(C2CC(c3ccc(F)cc3)Nc3nc(N)nn32)cc1OC (stereo not given)	1%[57.4 µM]	-12%	-28%	1%	-5%	1%	4%	-13%	-3
CCOC(=O)CN1C(=O)CC(c2ccccc2)C1=O (stereo not given)	17%	8%	-12%	7%	-1%	-13%	-8%	-3%	-1
COc1cc2cc(CNc3ccc(C)cc3)c(=O)n(CC(=O)Nc3ccc(F)cc3F)c2cc1OC	14%	nt	-20%	21%	-3%	218%[activator]	-27%	-20%	24
Oc1c(Br)cc(/C=N/NC(=S)NCc2ccco2)cc1Br	?	18%	-13%	?	-12%	5%	-26%	-16%	-3
CC(=O)Nc1ccc(-c2cc(-c3ccc(NC(C)=O)cc3)nc(-c3ccccc3)n2)cc1	-8%	9%	8%	1%	nt	-4%	20%	-5%	-11
CCCCCCCc1c(C)nc(N2CCOCC2)[nH]c1=O	3%	1%	-7%	20%	0%	-11%	14%	4%	2
Cc1nn2c3c(cnc2c1-c1ccccc1)C(=O)CC(c1ccco1)C3 (stereo not given)	-8%	-6%	-12%	0%	-7%	-8%	-23%	-1%	1
CCN(CC(=O)NCc1ccc(Cl)cc1)C(=O)NCc1ccc(Cl)cc1	0%	-5%	-10%	0%	-10%	-4%	-5%	-11%	-11
C#CCOCCOCCOCCNc1nc(N2CCN(C(=O)C([C@@H](C)CC)n3cc(C(N)COC(=O)C(F)(F)F)nn3)CC2)nc(N2CCN(C(=O)[C@H](CCC(=O)O)n3cc(C(N)CC(C)C)nn3)CC2)n1 (stereo not given in full)	-4%	nt	5%	nt	7%	nt	5%	-2%	-2
Oc1ccccc1/C=N/n1c(-c2ccccc2)n[nH]c1=S	?	15%	-16%	-3%	2%	-2%	-42%	-13%	4

Part of the list above in another layout.
SMILES | 12-LOX inh | APE1 inh | POLH inh | Pol beta inh | ERG-DNA inh | Apoferritin bind | RGS4 inh | Pol kappa inh | LDHA inh
O=C(Nc1nc(-c2ccccc2)c(-c2ccccc2)o1)c1ccc(F)cc1 | -22% | -6% | -5% | ? | -13% | -11% | -45%[11.4 µM] | -21% | 3
COc1ccc(C2CC(c3ccc(F)cc3)Nc3nc(N)nn32)cc1OC (stereo not given) | 1%[57.4 µM] | -12% | -28% | 1% | -5% | 1% | 4% | -13% | -3
CCOC(=O)CN1C(=O)CC(c2ccccc2)C1=O (stereo not given) | 17% | 8% | -12% | 7% | -1% | -13% | -8% | -3% | -1
COc1cc2cc(CNc3ccc(C)cc3)c(=O)n(CC(=O)Nc3ccc(F)cc3F)c2cc1OC | 14% | nt | -20% | 21% | -3% | 218%[activator] | -27% | -20% | 24
Oc1c(Br)cc(/C=N/NC(=S)NCc2ccco2)cc1Br | ? | 18% | -13% | ? | -12% | 5% | -26% | -16% | -3
CC(=O)Nc1ccc(-c2cc(-c3ccc(NC(C)=O)cc3)nc(-c3ccccc3)n2)cc1 | -8% | 9% | 8% | 1% | nt | -4% | 20% | -5% | -11
CCCCCCCc1c(C)nc(N2CCOCC2)[nH]c1=O | 3% | 1% | -7% | 20% | 0% | -11% | 14% | 4% | 2
Cc1nn2c3c(cnc2c1-c1ccccc1)C(=O)CC(c1ccco1)C3 (stereo not given) | -8% | -6% | -12% | 0% | -7% | -8% | -23% | -1% | 1

An excerpt; count on the stated rates, not on these rows.
